RAD54 inh – inhibitors of human RAD54 branch migration, primary screen, biochemical, fluorescence, single point | DNA repair and recombination protein RAD54-like (Homo sapiens), Q92698 | RAD54 Holliday junction branch migration, FAM/BHQ fluorescence | inhibition, % at 10.4 µM | 0.14% of 360,000 active;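 active = mean normalized replicate activity at least 40 and at least half of replicates scoring 40 or more; inconclusive = only one of the two criteria met; inactive = mean below 40 and under half of replicates reaching 40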;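 note: 0% = median of neutral control wells and 100% = median of positive control wells; inhibitors cause a drop in the FAM fluorescence signal; in these data hits start at about 50%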
esBAF inh – Bmi1 luciferase reporter increase in mESCs, primary screen, esBAF inhibitor project, mouse ES cells, Bmi1 luciferase knock-in, single point; 24 h; 100% = twice the neutral-well signal; reporter increase, % at 12.5 µM; 2% of 350,000 active; in the data active = activation above about 40%; inconclusive = no clear call, values can overlap the other calls;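 note: 0% = median of the plate's neutral control wells and 100% = double that signal; a rise in the Bmi1 reporter signal indicates esBAF inhibition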
F508del corr – F508del CFTR correction, initial screen, CFBE line, single point; activity (quench increase), % at 7.58 µM; CFBE cells, YFP halide quenching; stimulated with forskolin plus potentiator P3; % fluorescence drop versus neutral controls; 0.36% of 350,000 active;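 active = mean added fluorescence quench of at least 8% versus neutral control, with both replicates also reaching 8%; inconclusive = only one of the mean or replicate conditions met; inactive = mean below 8% and not both replicates reaching 8%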;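 note: cells transiently co-express mutant CFTR-F508del with the halide-sensitive YFP; corrector assay measuring rescue of mutant channel to the surface after 24 h compound exposure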
ARNT TACC3 PPI – disruptors of ARNT/TACC3 protein interaction, primary screen, biochemical, AlphaScreen, single concentration; Transforming acidic coiled-coil-containing protein 3 (Homo sapiens), Q9Y6A5; inhibition, % at 9.99 µM; AlphaScreen His-ARNT PAS-B/GST-TACC3 binding, luminescence; TACC3 fragment carries E629A point mutation; 0.66% of 390,000 active;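 active = mean inhibition of replicates at least 50% and at least half of replicates each reaching 50%; inconclusive = half or more replicates reach 50% but mean below 50%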;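 note: 0% = complete ARNT plus TACC3 wells and 100% = ARNT alone without TACC3; many hits fall short of the cut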
ERAP1 HTS inh – human ERAP1 aminopeptidase inhibitors, primary screen, biochemical, single point, plate reader; recombinant ERAP1, Leu-AMC fluorescence, 60 min; inhibition, % at 10.7 µM; 0.15% of 340,000 active; AID 652197, 2013;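 active = mean replicate inhibition of at least 30%, or all replicates individually reaching that 30% level; inactive = mean below 30% and not every replicate reaching it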;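 note: 0% = neutral control wells and 100% = L-leucinethiol positive control wells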
Target sequence (Q9NZ08 whole entry, looked up): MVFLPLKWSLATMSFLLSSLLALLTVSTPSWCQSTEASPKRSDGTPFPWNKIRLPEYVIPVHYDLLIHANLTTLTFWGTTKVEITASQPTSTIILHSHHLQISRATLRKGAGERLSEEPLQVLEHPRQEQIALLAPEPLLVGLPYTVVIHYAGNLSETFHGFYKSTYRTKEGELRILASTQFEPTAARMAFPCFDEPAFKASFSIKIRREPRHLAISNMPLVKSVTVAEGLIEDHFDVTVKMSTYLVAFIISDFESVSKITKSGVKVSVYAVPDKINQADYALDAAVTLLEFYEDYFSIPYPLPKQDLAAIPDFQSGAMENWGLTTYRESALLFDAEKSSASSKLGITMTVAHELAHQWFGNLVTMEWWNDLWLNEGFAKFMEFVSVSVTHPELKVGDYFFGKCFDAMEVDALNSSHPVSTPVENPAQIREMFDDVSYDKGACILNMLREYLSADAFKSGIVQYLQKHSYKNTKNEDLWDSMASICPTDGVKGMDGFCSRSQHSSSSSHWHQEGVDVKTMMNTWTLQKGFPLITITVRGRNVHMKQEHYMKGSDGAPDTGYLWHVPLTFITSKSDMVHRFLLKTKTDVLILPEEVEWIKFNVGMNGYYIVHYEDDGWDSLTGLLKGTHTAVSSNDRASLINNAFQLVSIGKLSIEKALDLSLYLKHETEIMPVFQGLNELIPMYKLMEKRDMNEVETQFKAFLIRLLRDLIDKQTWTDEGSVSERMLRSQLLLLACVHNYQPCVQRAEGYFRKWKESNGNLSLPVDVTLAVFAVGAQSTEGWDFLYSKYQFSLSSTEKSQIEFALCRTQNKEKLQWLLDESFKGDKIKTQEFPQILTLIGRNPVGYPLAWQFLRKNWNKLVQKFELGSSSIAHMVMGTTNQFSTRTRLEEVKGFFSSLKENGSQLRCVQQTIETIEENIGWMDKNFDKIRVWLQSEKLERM
RAD52 inh – RAD52 DNA annealing inhibitors, primary screen, biochemical, FRET, single point, set 2; DNA repair protein RAD52 homolog (Homo sapiens), P43351; recombinant RAD52 DNA annealing, FRET fluorescence; inhibition, % at 18.7 µM; 0.46% of 360,000 active;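 active = every replicate showing at least 50% inhibition; inconclusive = mean inhibition at least 50% but not in every replicate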
GSIS activator – GLuc luminescence reporter in INS-1E cells, primary screen for activators of glucose-dependent secretion of insulin; INS-1E GLuc reporter insulin secretion, 2-3 h; activation, % at 16.6 µM; 0.61% of 370,000 active; AID 743287, 2014;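 active = lowest replicate activation of at least 40%, so every replicate reaches that level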;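 note: 0% = median of neutral control wells and 100% = median of IBMX positive control wells; some compounds called inactive have numbers as strong as hits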
Xi reactivation – activators of inactive X chromosome reactivation, primary screen, imaging, XiGFP fibroblasts, GFP high-content imaging, set 2; 0.055% of 360,000 active; AID 743238, 2013; XiGFP mouse fibroblasts, % GFP-positive cells imaging, 3 d; cells co-treated with 5-aza-dC sensitizer; scaled so ellipticine positive control = 100%; activation, % at 7.58 µM;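 active = mean normalized replicate activation at least 10% and every replicate at or above 10%; inconclusive = only one of the two criteria met; inactive = mean below 10% and not all replicates reach 10%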;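 note: 0% = median of on-plate neutral control wells and 100% = ellipticine 6 µM median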
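assay system = SV40-immortalized XiGFP fibroblast cells, line 68-5-11 | buffer or medium = DMEM plus 5-aza-dC sensitizer | doses = single-point pinned compound dosing | times = 3-day compound exposure, then 15 min fixation at room temperature | benchmarks = positive control ellipticine, 6 µM final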
Starred values were filed as active, the others as inactive; ? = inconclusive; . = no result given.

A first look:
SMILES | RAD54 inh | esBAF inh | F508del corr | ARNT TACC3 PPI | ERAP1 HTS inh | RAD52 inh | GSIS activator | Xi reactivation
Cc1ccccc1NC(=S)Nc1ccccc1 | 4 | -3 | 0.2 | -5 | -3 | -11 | 3 | 0.0
CCC(c1nnc(SCC(=O)Nc2ccc(NC(C)=O)cc2)n1Cc1ccccc1)N(C)C (stereo unspecified) | -3 | -8 | 0.8 | 0 | 2 | -8 | 16 | 0.0

Main list (from the top)
SMILES | RAD54 inh | esBAF inh | F508del corr | ARNT TACC3 PPI | ERAP1 HTS inh | RAD52 inh | GSIS activator | Xi reactivation
Cc1ccccc1NC(=S)Nc1ccccc1 | 4 | -3 | 0.2 | -5 | -3 | -11 | 3 | 0.0
CCC(c1nnc(SCC(=O)Nc2ccc(NC(C)=O)cc2)n1Cc1ccccc1)N(C)C (stereo unspecified) | -3 | -8 | 0.8 | 0 | 2 | -8 | 16 | 0.0
Cc1ccc(S(=O)(=O)N2CCOCC2)cc1C(=O)N1CCN(Cc2ccccc2)CC1 | 0 | . | 1.1 | -5 | -3 | -12 | 10 | 0.0
CC(C)C[C@H]1CNC(=S)N1C[C@H]1CCCN1C[C@H](Cc1ccc(O)cc1)N1C[C@H](CC(C)C)N(CCc2ccccc2)C1=S | 4 | -8 | 1.9 | . | . | 17 | 24 | 0.2
C[C@@H]1CC=C[C@@H]2[C@H]1C(=O)N(Cc1ccccc1)[C@H]2c1cccc(C#Cc2ccccc2)c1 | 0 | 4 | 4.4 | -4 | . | -10 | -15 | 0.0
Cc1ccc(NC(=O)Nc2ccc3c(c2)N(C)C(=O)CS3)cc1C | -4 | 18 | 0.3 | -1 | 1 | -113 | -20 | -0.2
O=C(O)C1C2C=CC(C2)C1C(=O)NC(c1ccccc1)c1ccccc1 (stereo unspecified) | -6 | 2 | . | -11 | . | . | 10 | .
COc1ccc(CCNS(=O)(=O)c2ccc(OC)cc2)cc1 | -26 | -3 | . | -2 | . | . | -6 | .
CCCCC(=O)Nc1nc(C)c(-c2csc(Nc3ccccc3OC)n2)s1 | -15 | -19 | 3.0 | -3 | 2 | -8 | -15 | 0.3
C[C@@H]1CCCCO[C@@H](CN(C)Cc2ccncc2)[C@@H](C)CN([C@H](C)CO)C(=O)c2cc(NS(=O)(=O)c3cn(C)cn3)ccc2O1 | -5 | -3 | -0.8 | -5 | -2 | -4 | 50 | -0.1
Cc1ccc(F)cc1S(=O)(=O)N[C@@H]1CCN(Cc2ccc3[nH]ccc3c2)C1 | 0 | . | 3.2 | 3 | -2 | 17 | . | .
COc1ccc2c3c(n(C)c2c1)[C@H](CO)N(Cc1ccc(Cl)cc1)CC31CCN(CC2CC2)CC1 | . | . | 0.5 | . | -1 | 17 | -19 | 0.0
COC(=O)c1ccc(NC(=O)CSc2nnc(CNc3ccc(F)cc3)n2C)cc1 | 6 | -1 | -1.5 | 4 | 0 | 7 | -7 | .
CC(C)(C)NC(=O)C(c1cccnc1)N(C(=O)c1csnn1)c1ccccc1 (stereo unspecified) | 1 | -6 | -0.2 | 3 | -4 | -13 | -1 | 0.4
C[C@H]1CN([C@@H](C)CO)C(=O)Cc2cc(NC(=O)Cc3cn(C)c4ccccc34)ccc2O[C@@H]1CN(C)S(=O)(=O)c1ccccc1 | 3 | -1 | -3.4 | -2 | 0 | -9 | 3 | 0.0
COc1ccc(NC(=O)C2Cc3c(-c4ccc(Cl)cc4)ccnc3O2)cc1OC (stereo unspecified) | 1 | 3 | 1.1 | . | -3 | -6 | -47 | 0.0
C[C@H](CO)N1C[C@H](C)[C@H](CN(C)S(=O)(=O)c2cn(C)cn2)Oc2cc(C3=CCCCC3)ccc2S1(=O)=O | 1 | -3 | 1.7 | 3 | 0 | 8 | -5 | -0.6
COc1ccc(CNC(=O)/C(C#N)=C/c2cccc(OC)c2OC)cc1 | -9 | 0 | -0.4 | 29 | 4 | -14 | -22 | 0.1
COCCCNCCOCCSc1ccc(Cl)cc1 | 0 | . | 0.8 | . | 2 | -6 | 3 | -0.1
CCOC(=O)c1sc(NC(=S)NC(=O)c2ccco2)nc1C | 5 | 25 | . | . | . | . | 4 | 0.0
C[C@@]12C(=O)Nc3ccc(Br)cc3C(=O)N1[C@H]1c3cc(Br)ccc3OC[C@@H]1[C@@H]2c1ccccc1 | -4 | -11 | 2.4 | 0 | -4 | -65 | -4 | 0.0
O=C(OCC(=O)c1ccc[nH]1)c1ccc(Cl)c(Cl)c1 | 2 | 1 | -2.5 | 14 | -2 | -14 | 3 | 0.0
CCOC(=O)CC1COCCN1Cc1cn[nH]c1-c1ccc2c(c1)OCO2 (stereo unspecified) | -1 | -4 | 0.0 | 3 | -2 | -2 | -2 | 0.0
O=C(CN1CCN(c2ccccn2)CC1)Nc1ccc([N+](=O)[O-])cc1C(=O)Nc1ccccc1F | -7 | . | -1.9 | -25 | -2 | -15 | -6 | 0.1
Cc1ccc(N2CN=C3SCC(=O)N3C2)cc1C | -7 | . | 0.2 | -2 | 1 | -14 | -6 | -0.1
Cc1noc(C)c1NC(=O)N(C)C[C@@H]1Oc2c(NS(=O)(=O)c3ccccc3)cccc2C(=O)N([C@H](C)CO)C[C@H]1C | 3 | 0 | 1.9 | -3 | 2 | -12 | 12 | -0.3
O=C1C=C(c2ccc(-c3ccccc3)c(F)c2)C[C@@H](c2ccc3c(c2)OCO3)C1 | -7 | 7 | 3.0 | 6 | . | -2 | -5 | -0.1
CCCC(=O)NCC(c1cccs1)S(=O)(=O)c1ccc(Cl)cc1 (stereo unspecified) | . | . | 0.8 | -4 | 2 | -9 | -12 | 0.0
CCCC#Cc1cnc2c(c1)C(=O)N([C@H](C)CO)C[C@@H](C)[C@@H](CN(C)S(=O)(=O)c1cccc(OC)c1)O2 | -2 | -4 | 4.5 | -2 | -2 | 3 | -5 | 1.1
COC(=O)C1=C(C(=O)OC)[N+]2=C3N(C(=O)NC2(C)C)[C@H](CO)C[C@@]32c3ccccc3N(Cc3ccccc3)[C@@H]12 | 3 | 0 | -2.7 | . | -1 | -26 | -13 | 0.1
CO[C@@H]1CN(C)C(=O)c2cc(NC(=O)c3ccc(F)cc3)ccc2OC[C@@H](C)NC[C@@H]1C | -9 | 1 | -0.2 | -7 | . | . | 18 | -0.4
CCCC(C)NC(=O)COc1ccc(Sc2ccc(OCC(=O)NC(C)CCC)cc2)cc1 (stereo unspecified) | . | . | 3.7 | 4 | . | . | -14 | 0.0
CCCSc1sc(C(=O)OC)c(-c2cccs2)c1C#N | . | . | 1.1 | 7 | -1 | 1 | 4 | 0.1
CCOC(=O)C1CCCN(C(=O)CCNS(=O)(=O)c2cc(Br)cnc2N)C1 (stereo unspecified) | -5 | 2 | 0.1 | -13 | -5 | -10 | 1 | 0.0
O=C(CNC(=O)c1ccccc1F)NNC(=O)c1ccccc1O | 5 | 3 | -1.5 | -2 | -2 | -9 | 9 | 0.0
CNC(=O)C[C@H]1CC[C@@H]2[C@H](COc3ccc(NC(=O)c4cccs4)cc3C(=O)N2C)O1 | -6 | -5 | -0.2 | 3 | . | . | -1 | 0.1
CN(C)C(=O)CSc1nnc(NC(=O)CCc2ccccc2)s1 | . | -3 | 0.4 | -3 | 3 | -14 | 7 | -0.1
CCOC(=O)c1ccc(S(=O)(=O)N2CCN(CCC#N)CC2)cc1 | 9 | -2 | 0.8 | -4 | . | -3 | 11 | 0.1
C[C@@H]1CN([C@@H](C)CO)C(=O)Cc2cc(NC(=O)NC3CCCCC3)ccc2O[C@H]1CN(C)C(=O)Nc1ccc(F)cc1 | 1 | -1 | -1.7 | -5 | -2 | 16 | 12 | -0.1
O=S(=O)(c1ccc(F)cc1)N1CC[C@H]2[C@H](CO)Nc3ccc(-c4ccc(F)cc4)cc3[C@H]21 | 4 | 0 | 0.9 | -1 | . | . | -1 | 0.3
Cc1c(C)c2ccc(OC(C)C(=O)N3CC[C@@]4(O)CCCC[C@H]4C3)c(C)c2oc1=O (stereo partly specified) | -16 | 0 | -1.0 | 2 | . | -15 | . | .
O=C(C1CCCCC1)N1CC(=O)N2[C@H](C1)[C@@H](c1ccc(C#Cc3cccc(F)c3)cc1)[C@@H]2CO | . | . | 0.8 | . | 0 | -1 | 5 | 0.2
CCc1ccc(OCC(=O)N(Cc2ccccc2)C2CCS(=O)(=O)C2)cc1 (stereo unspecified) | -1 | -4 | 0.2 | -8 | -3 | -8 | -8 | 0.2
S=c1cn[nH]c2ccccc12 | -5 | 10 | 1.3 | 3 | 2 | -59 | -20 | 0.0
CC(=O)OC(C=C(C)C)C/C(C)=C/COc1c2ccoc2cc2oc(=O)ccc12 (stereo unspecified) | 0 | -10 | 4.9 | 17 | -3 | -9 | 25 | -0.1
CCn1c(S(=O)(=O)O)nc2ccccc21 | -4 | -3 | 0.1 | -6 | 0 | -4 | 0 | 0.1
O=C(Nc1ccccc1[N+](=O)[O-])c1cncc(Br)c1 | . | . | -4.1 | -5 | 1 | -2 | 5 | 0.1
C/C(=N\Nc1cc(N2CCOCC2)nc(C)n1)c1cccc([N+](=O)[O-])c1 | . | . | -1.0 | -10 | . | 1 | 6 | 0.2
C[C@@H]1CN([C@H](C)CO)C(=O)c2c(c3ccccc3n2C)-c2ccccc2CO[C@@H]1CN(C)C(=O)[C@@H](Cc1ccccc1)N(C)C | -4 | -3 | 1.9 | 15 | 0 | 43 | 6 | 0.2
CN(C)c1ccc(N=Nc2cccc3ccoc23)cc1 | -1 | ? | -0.6 | 13 | -3 | -7 | -8 | 0.1
COCc1c(C#N)c(NCCc2ccc(F)cc2)nc(C)c1[N+](=O)[O-] | . | . | . | 3 | 1 | -12 | -25 | 0.1
O=C(C1CCOCC1)N1CC(=O)N2[C@@H](CO)[C@H](c3ccc(-c4ccccc4F)cc3)[C@@H]2C1 | . | . | -1.7 | . | 1 | -14 | 7 | 0.5
C[C@H](NC(=O)C[C@@H]1C[C@H]2c3cc(NC(=O)CN(C)C)ccc3O[C@H]2[C@@H](CO)O1)c1ccccc1 | -2 | 4 | -0.3 | -2 | 0 | 1 | 0 | 0.2
COc1ccc(C(=O)OCc2ccccc2F)cc1S(=O)(=O)N1CCCC1 | 13 | 7 | -2.5 | -9 | 0 | -13 | . | -0.4
O=C(Nc1ccc(S(=O)(=O)N2CCCC2)cc1)c1ccc(OCC2CCCO2)cc1 (stereo unspecified) | 7 | 0 | -2.2 | -1 | 2 | -7 | -13 | 0.1
O=C(C[C@@H]1C=C[C@@H](NC(=O)Cc2ccccn2)[C@@H](CO)O1)NCCc1ccncc1 | 3 | 0 | 1.4 | -11 | 2 | 17 | 6 | 0.3
Cc1ccc2nc3c(c(Nc4cccc(O)c4)c2c1)CCC3 | 31 | 4 | 0.9 | 8 | -9 | 33 | 2 | 0.0
